Screening data from PubChem BioAssay.
VCAM1 TNFa inh = reduces TNF alpha induced VCAM1 expression in HUVEC | HUVEC TNFa-induced VCAM-1 immunofluorescence, high-content imaging | inhibition, % at 2 µM | 95,000 compounds, 0.48% hits | AID 802;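 active means inhibition above the batch mean plus 3 SD, with images confirmed as a hit by eye, cut at about 37% in these data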;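 further: 0% = TNF-stimulated DMSO wells and 100% = unstimulated control wells; not every result past the cut was called active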
sEH activator = activators of human soluble epoxide hydrolase | P34913 | purified human sEH enzymatic activity, activator screen | activation, % at 2 µM | 91,000 compounds, 0.04% hits | AID 717; in the data active means activation above about 37%; further: values of inactives mirror those of a sister screen read the other way
HUVEC tox IL1B = toxic to HUVEC cells under IL-1B stimulation; HUVEC cell count loss, Hoechst imaging, IL-1B stimulated; cell count reduction, % at 2 µM; 94,000 compounds, 0.41% hits; AID 845;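 active means cell count reduction more than 3 SD above the screen-wide mean, cut at about 70% in these data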;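 further: normalized per plate to untreated control cells as the no-loss baseline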
sEH inhibitor = soluble epoxide hydrolase (human) inhibition; recombinant human sEH enzymatic activity assay; inhibition, % at 2 µM; 91,000 compounds, 0.34% hits; in the data active means inhibition above about 80%; further: values of inactives mirror those of a sister screen read the other way; many of its hits are not listed in these tables
Smad3 FoxH1 inh = blocks human Smad3 binding to FoxH1 peptide; P84022; TR-FRET Smad3/Dy647-FoxH1 peptide binding, europium anti-His; inhibition, % at 25 µM; 88,000 compounds, 0.29% hits;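 active means compounds that reduce the energy-transfer binding signal between the protein and its labelled peptide by more than half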;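 further: 0% = Smad3 plus labelled peptide maximal FRET and 100% = peptide-only background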
Target sequence (P84022 whole entry, looked up): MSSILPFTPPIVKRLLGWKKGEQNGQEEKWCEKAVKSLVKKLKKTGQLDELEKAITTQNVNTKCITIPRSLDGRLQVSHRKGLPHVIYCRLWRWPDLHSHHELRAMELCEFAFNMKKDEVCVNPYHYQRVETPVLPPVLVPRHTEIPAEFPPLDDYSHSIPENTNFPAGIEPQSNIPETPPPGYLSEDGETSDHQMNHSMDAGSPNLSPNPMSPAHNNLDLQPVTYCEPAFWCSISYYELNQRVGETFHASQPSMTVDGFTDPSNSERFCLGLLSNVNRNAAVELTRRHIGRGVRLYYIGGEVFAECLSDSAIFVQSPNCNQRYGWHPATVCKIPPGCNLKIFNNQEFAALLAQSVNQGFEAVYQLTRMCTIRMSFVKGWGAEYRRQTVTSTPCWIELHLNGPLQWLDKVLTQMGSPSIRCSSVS
ERb coact inh = blocks coactivator binding to human estrogen receptor beta. 86,000 compounds, 1.3% hits. TR-FRET ER-beta LBD / SRC1-Cy5 peptide binding; receptor agonist-loaded with 1 µM estradiol. Q92731. inhibition, % at 25.6 µM;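 active means compounds whose percent inhibition of the receptor-coactivator binding signal exceeds about 50% in the single-dose screen, limit read from the data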;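 further: 0% = receptor plus peptide wells without compound and 100% = peptide-only wells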
Target sequence (Q92731 whole entry, looked up, the tested form may be a part): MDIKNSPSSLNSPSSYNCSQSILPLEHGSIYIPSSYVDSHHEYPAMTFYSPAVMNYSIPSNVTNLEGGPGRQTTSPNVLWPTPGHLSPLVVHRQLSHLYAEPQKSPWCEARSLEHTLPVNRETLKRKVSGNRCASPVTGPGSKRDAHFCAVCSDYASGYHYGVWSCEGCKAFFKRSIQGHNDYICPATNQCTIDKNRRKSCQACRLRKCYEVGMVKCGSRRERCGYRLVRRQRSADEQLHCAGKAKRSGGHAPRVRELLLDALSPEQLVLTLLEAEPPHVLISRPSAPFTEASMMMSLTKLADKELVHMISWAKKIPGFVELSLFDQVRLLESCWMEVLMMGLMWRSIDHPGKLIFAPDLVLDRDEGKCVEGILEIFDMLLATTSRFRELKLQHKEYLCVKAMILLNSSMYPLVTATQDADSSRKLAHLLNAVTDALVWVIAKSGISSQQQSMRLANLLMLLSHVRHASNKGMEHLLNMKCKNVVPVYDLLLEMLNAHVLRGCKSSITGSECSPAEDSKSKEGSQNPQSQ
cytoskel mod = cytoskeleton assembly modification. inhibition, % at 2 µM. HUVEC TNFa F-actin phalloidin imaging, high content. 91,000 compounds, 0.18% hits;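 active means inhibition above the batch mean plus 3 SD and confirmed as a hit by visual image inspection, cut at about 30% in these data, passing the limit was not always enough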; further: strong numbers were not always called active
HUVEC tox TNFa = HUVEC cytotoxicity counter-screen, TNF alpha stimulated; HUVEC TNFalpha-stimulated, Hoechst cell count, imaging; cell count reduction, % at 2 µM; 93,000 compounds, 0.17% hits;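 active means cell count reduction exceeding the screen mean by over 5 SD, scaled to untreated wells per plate, cut at about 78% in these data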;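 further: cells counted after 24 h of TNF alpha exposure following the 1 h pretreatment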
Candida biofilm = kills Candida albicans biofilms; C. albicans biofilm + clotrimazole, Alamar Blue; inhibition, % at 6 µM; 85,000 compounds, 0.14% hits; AID 834;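 active means inhibition above 20%; inactive means inhibition below 20%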;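 further: preformed 24 hr biofilms exposed to compound for 48 hr; 0% = biofilm without compound and 100% = blank killed by clotrimazole plus chlorhexidine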
* = called active by the depositor; . = not tested or not shown; [ ] = dose if it differs, or a comment.

SMILES	VCAM1 TNFa inh	sEH activator	HUVEC tox IL1B	sEH inhibitor	Smad3 FoxH1 inh	ERb coact inh	cytoskel mod	HUVEC tox TNFa	Candida biofilm
O=C(CSc1nnc(Cc2ccccc2)o1)NCc1ccco1	-13	-5	7	9	8	-12	-13	-16	3
Cc1nc2ccccc2c(=O)n1CCCO	-2	-3	-17	1	.	.	4	-12	.
CCc1cc(C(=O)NNC(=S)Nc2cccc(C)c2)cs1	4	0	4	5	-5	-8	-15	10	10
O=CN(Cc1ccco1)C1(C(=O)NC2CCCCC2)CCCCC1	-37	-8	-27	8	3[fluorescence artefact?]	8	23	11	-2
COc1ccccc1-c1cc(N)n[nH]1	1	10	5	-9	1	-4	.	0	4
COc1ccccc1C1C(C(C)=O)=C(C)N=c2s/c(=C\c3cc(OC)c(OC)c(OC)c3)c(=O)n21 (stereo unspecified)	-16	-4	84*	2	4	-5[fluorescence artefact?]	-12	-23	4
Cc1cccc(NS(=O)(=O)c2cc(C(=O)N3CCN(C)CC3)ccc2C)c1	11	3	7	-4	-2	1	.	-42	4
CC(CN(C)Cc1ccccc1)OC(=O)c1cccs1 (stereo unspecified)	-29	-6	-50	4	.	.	16	-28	.
CCN1CCN(CCCCOc2ccccc2F)CC1	0	-3	22	5	-1	-4	2	-4	-1
CC(C)Cn1c(N)c(S(=O)(=O)c2cccs2)c2nc3ccccc3nc21	5	7	-61	-8	4	0	-45	-35	8
COc1ccccc1Nc1nc(-c2sc(NC(=O)c3ccc([N+](=O)[O-])cc3)nc2C)cs1	8	-16	-1	21	.	.	-25	-22	.
CC(C)Oc1cc(NC(=O)CSCC(=O)Nc2cccc(C(F)(F)F)c2)c(Cl)cc1Cl	1	20	6	-21	.	.	7	-6	.
CCCOc1ccc(C2c3c(oc4cc(C)c(C)cc4c3=O)C(=O)N2CCCN2CCOCC2)cc1 (stereo unspecified)	-11	12	-11	-10	8	-8	3	0	4
CCCC(=O)c1c(C)c2ccccc2n1C	14	-2	-12	2	10	-7	5	-13	7
COCCn1c(SCc2ccc(C(=O)OC)o2)nc2cc(Cl)ccc2c1=O	-12	-4	8	4	13	6	-11	-1	11
COC(=O)c1cccc(C(=O)Oc2cccc(Br)c2)n1	-7	6	2	-7	0	-6	-8	2	5
Cn1c(-c2ccccc2)c(CCO)c2ccccc21	.	-5	-15	3	-5	-11	.	.	11
O=C(COC(=O)C1=COCCO1)Nc1ccc(Oc2ccccc2)cc1	-21	-18	4	18	.	.	9	-11	.
CCC1SC2=NCN(c3ccccc3)CN2C1=O (stereo unspecified)	-17	.	-20	.	9[fluorescence artefact?]	-27	2	-37	6
Cc1cc(C)n(-c2nc3c(c(=O)[nH]c(=O)n3C)n2Cc2ccc(F)cc2)n1	5	0	7	0	2	-2	-18	-11	4

Of the compounds above, three have four or more nitrogen atoms:
SMILES	VCAM1 TNFa inh	sEH activator	HUVEC tox IL1B	sEH inhibitor	Smad3 FoxH1 inh	ERb coact inh	cytoskel mod	HUVEC tox TNFa	Candida biofilm
CC(C)Cn1c(N)c(S(=O)(=O)c2cccs2)c2nc3ccccc3nc21	5	7	-61	-8	4	0	-45	-35	8
COc1ccccc1Nc1nc(-c2sc(NC(=O)c3ccc([N+](=O)[O-])cc3)nc2C)cs1	8	-16	-1	21	.	.	-25	-22	.
Cc1cc(C)n(-c2nc3c(c(=O)[nH]c(=O)n3C)n2Cc2ccc(F)cc2)n1	5	0	7	0	2	-2	-18	-11	4

The list continues.
SMILES	VCAM1 TNFa inh	sEH activator	HUVEC tox IL1B	sEH inhibitor	Smad3 FoxH1 inh	ERb coact inh	cytoskel mod	HUVEC tox TNFa	Candida biofilm
CCOC(=O)c1sc(C)c2c1NC(c1ccc(N(C)C)cc1)NC2=O (stereo unspecified)	9	-11	-15	14	-3	12[fluorescence artefact?]	-32	21	4
COc1ccc(S(=O)(=O)Cc2ccc(C(=O)NCc3ccco3)o2)cc1	6	16	-20	-13	5	-4[fluorescence artefact?]	-3	-8	8
CCn1c(SCC(=O)Nc2cc(C)on2)nnc1-c1cccs1	-50	-10	-24	9	13[fluorescence artefact?]	-3[fluorescence artefact?]	8	-60	4
COc1cccc(/C=c2\sc3nc(-c4cccs4)nn3c2=O)c1OC	16	.	5	.	3	33[fluorescence artefact?]	16	44	6
COc1ccc(C(=O)N2CCN(C(=O)Cc3ccccc3)CC2)cc1OC	-14	8	12	-8	-1	-1	-42	-5	7
Cc1nc(C)c(NC(=O)N2CCc3ccccc32)cc1NC(=O)N1CCc2ccccc21	12	-13	-15	12	-6	12	6	-12	4
CCC1=C/C(=C/N(C)c2ccccc2)C(=O)S1	-12	-1	-3	1	1	17	.	5	-3
CCCOc1ccc(S(=O)(=O)n2cc(Br)c(=O)[nH]c2=O)cc1	14	-5	13	2	-1	-2	-16	-6	6
Cc1cc(C)nc(SC(C)C(=O)Nc2ccc(S(N)(=O)=O)cc2)n1 (stereo unspecified)	-38	-1	34	3	1	-5	1	0	3
CCOC(=O)N1CCC(N2CC34C=CC(O3)C(C(=O)Nc3ccc(C)cc3)C4C2=O)CC1 (stereo unspecified)	19	13	-34	-11	2	-8	12	-34	6
CCOC(=O)c1sc2nc3n(c(=O)c2c1C)CCCCC3	-10	5	-1	-4	-11	3	-27	13	7
Cc1nc(CSc2nnc3scc(-c4ccc(Cl)cc4)n23)cs1	0	4	20	1	-3	13	6	-5	5
O=C(NC(=S)Nc1ccc(N2CCCCC2)c(Cl)c1)c1cccs1	-6	11	31	-8	.	.	-12	-8	.
COCC(=O)Nc1nc(-c2ccc(C)cc2)c(C)s1	-8	-2	49	5	1	-1	-2	4	6
COCCCNC(=O)c1ccc(N2CCOCC2)c(NS(=O)(=O)c2ccc(OC)cc2)c1	3	-2	.	-1	7	1	5	-31	7
C/C(Cl)=C\Cn1c(Nc2cccc(C)c2)nc2c1c(=O)n(C)c(=O)n2C	-1	2	-58	-4	15	-8	6	-31	-5
CC(C)OC(=O)CCCCCN1C(=O)CSC1=S	7	-2	-155	2	4	1	-6	-10	5
CCOC(=O)c1oc2ccc(S(=O)(=O)Nc3ccc4c(c3)n(C)c(=O)n4C)cc2c1C	-25	-6	-14	5	-5	8	10	9	-1
O=C(COC(=O)c1ccccn1)Nc1c(Cl)cccc1Cl	-7	2	-1	-3	0	-2[fluorescence artefact?]	-12	-7	7
O=C(Nc1ccccc1)c1cccc(N2C(=O)CCC2=O)c1	.	4	-13	1	3	-20	.	.	3
O=C1/C(=C/c2ccccc2)NC(=S)N1C(c1ccccc1)c1ccccc1	-7	14	-4	-11	.	.	6	-40	.
Cc1ccc(C)c(C(=O)COc2ccc(C)nc2[N+](=O)[O-])c1	3	24	-20	-26	.	.	-2	-21	.
Clc1ncnc2c1oc1ccccc12	6	5	-17	-2	.	.	-49	-9	.
CC1CN(S(=O)(=O)c2ccccc2)CC(C)O1 (stereo unspecified)	5	8	-2	-5	-3	-6	-7	-4	5
COc1cccc(NC(=O)N2CCCC2C(=O)NC(C)C)c1 (stereo unspecified)	13	2	9	1	.	.	-11	-8	.
CCOC(=O)c1c(C)n(C)c2ccc(OC)c(NC(=O)CN3CCN(C4CCCCC4)CC3)c12	-14	-5	87*	4	-3	-9	-4	-19	6
Cc1ccc(S(=O)(=O)Cn2nnnc2CN2CCN(C(=O)c3ccco3)CC2)cc1	-6	-3	11	1	9	0[fluorescence artefact?]	-11	19	2
OCc1csc(=Nc2ccccc2)n1-c1ccccc1	4	8	15	-10	4	-17	4	-26	4
CCCS(=O)(=O)NCCc1cc2cc(C)c(C)cc2[nH]c1=O	-3	4	10	0	0	-4	-13	-10	5
CCNC(=O)COc1ccc2ccccc2c1	-12	-9	-23	9	3	0[fluorescence artefact?]	7	-30	5
COC(=O)c1ccccc1NC(=O)C1CCC(=O)N1S(=O)(=O)c1ccc(C)cc1 (stereo unspecified)	-6	27	-9	-26	.	.	17	4	.
CCOC(=O)c1c(C)n(C)c2ccc(OC)c(NC(=O)c3cccs3)c12	13	7	-16	-7	9	-5	-57	-4	3
O=C(CN(c1ccc2c(c1)OCCO2)S(=O)(=O)c1ccccc1)Nc1ccc2c(c1)OCO2	8	-7	-1	6	2	3	4	-10	7
COc1cc(OC)c(NC(=O)CCc2nc(-c3cccs3)no2)cc1Cl	11	0	-21	0	5	-6	6	-13	9
O=S(=O)(NCc1ccncc1)c1ccccc1	-13	13	-37	-17	4	0	.	-16	-2
CCCOc1ccc(NC2=CC(=O)CC(C)(C)C2)cc1	5	1	-164	-2	0	14[fluorescence artefact?]	-5	-17	7
O=C(NCc1ccco1)C1CCCN(S(=O)(=O)Cc2ccccc2)C1 (stereo unspecified)	36	-2	0	2	-4	-1	1	3	3
Cc1cccc(-n2c(Cc3cc(=O)[nH]c(=O)[nH]3)nnc2SCC(=O)N2CCCCC2)c1	14	24	-4	-23	-3	-14	-2	-20	4
O=C(c1ccccc1)N1CCN(c2ncnc3sc4c(c23)CCC4)CC1	2	-16	-10	19	-1	-2	13	-16	4
CNC(=O)CSc1nnc(COc2ccc(Cl)cc2)n1CCOC	-3	-2	-9	2	5	-12[fluorescence artefact?]	-6	-3	10
CCOC(=O)N1CCN(C(=S)NCCOC)CC1	15	-3	-26	3	12	-4[fluorescence artefact?]	-12	-15	8
Cn1nnnc1SCC(=O)c1cccs1	-50	6	-6	-4	-9	8[fluorescence artefact?]	-31	-24	-7
CCOC(=O)CNS(=O)(=O)c1ccc(C(=O)O)cc1	7	6	-12	-7	1	-1	-9	-29	11
OCc1cc(CO)c(O)c(CCc2ccccc2)n1	19	-12	15	13	11	0	12	-30	7
COc1cc(C(=O)NCc2nnc(SCC(=O)Nc3cccc(C)c3)o2)cc(OC)c1OC	22	-8	2	9	-9	12	11	6	5
O=C(O)CC(C(=O)OC1CCCCC1)N1CCOCC1 (stereo unspecified)	18	2	-45	1	-6	-1	5	-37	.
O=c1c2ccccc2nc2n1C(CSCc1cccc(C(F)(F)F)c1)CS2 (stereo unspecified)	8	20	-18	-22	.	.	-5	-14	.
O=C(CSc1nnc(-c2ccc(OC(F)F)cc2)o1)N1CCOCC1	14	.	10	.	7	-1	-6	0	3
COc1cc2cc(C(c3nnnn3C3CCCC3)N3CCCCCC3)c(=O)[nH]c2cc1OC (stereo unspecified)	-10	-3	-17	-1	1	8[fluorescence artefact?]	4	-14	-1
CCOCCCNC(=O)C1CCN(c2cc(C)nc3c(-c4ccc(OC)c(OC)c4)c(C)nn23)CC1	-4	-50	-16	50	-20	-39[fluorescence artefact?]	-12	-14	4

Further compounds.
SMILES	VCAM1 TNFa inh	sEH activator	HUVEC tox IL1B	sEH inhibitor	Smad3 FoxH1 inh	ERb coact inh	cytoskel mod	HUVEC tox TNFa	Candida biofilm
Cc1cc(C(=O)CSc2n[nH]c(N)n2)c(C)n1-c1ccccc1	6	1	-11	1	.	.	17	-8	.
CC(C)CCn1c(Sc2nc3ccccc3s2)nc2c1c(=O)[nH]c(=O)n2C	-16	1	16	-2	9	-1[fluorescence artefact?]	-4	-10	3
Cc1cc(C)n(-c2ccc(C(=O)OCC(=O)Nc3ccc(S(=O)(=O)N4CCOCC4)cc3)cc2)n1	7	-49	2	49	3	-8	11	-5	7
Cc1nn(C)cc1CNC(=O)Nc1cccc(Cl)c1	8	-27	-3	26	16	-1	.	-53	4
Cc1c(S(=O)(=O)N2CCOCC2)c(=O)n(C)c(=O)n1C	-2	-9	7	11	-14	27	2	-17	13
O=C(NC1CCCCC1)N1CCC(n2cnc3ccccc32)CC1	-13	28	-2	-28	5	-19	-28	8	-3
Cc1ccc2[nH]c3c(c2c1)CN(C(=O)CN1CCN(Cc2ccc4c(c2)OCO4)CC1)CC3	7	6	-3	-8	-5	3	-23	-4	4
CN(CCC(=O)Nc1ccc(Br)cc1)Cc1ccccc1	-1	-8	16	8	-8	-5	-15	-12	1

A portion of the library. The share of hits here may be higher or lower than overall.
